# p53ts 32C kill – p53ts cell cytotoxicity, permissive temperature | H1299-p53A138V at 32C, ATP luminescence viability, 24 h | Potency, µM (doses to about 46.1 µM), for inactives: at the top dose activity change, negative = cytotoxicity, most hits filed as cytotoxic | 130,000 compounds, 0.93% hits;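 note: 0% = DMSO and -100% = full killing by reference compound; nearly all actives have a fitted effect of over 55% in size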
#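 ATP-content luminescence (ATPlite) read-out after 24 h compound exposure at 32C in H1299-p53A138V cells (600/well). Tested up to 46 uM. Normalized to DMSO (0%) and 100 uM tamoxifen (100% killing); Hill-fit AC50.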
# p53ts 39C kill – p53ts cell cytotoxicity, nonpermissive temperature. H1299-p53A138V viability at 39C, ATP luminescence, 24 h. Potency, µM (series often up to 46.1 µM), for the others: at the top dose activity change, negative = cell killing, usual class: cytotoxic. 130,000 compounds, 1.5% hits; note: nearly all actives have a fitted effect of over 55% in size
# IkB sig inh – inhibitors of IkB signaling in ABC-DLBCL cells. ABC-DLBCL IkBa-CBG/CBR dual luciferase ratio, 4 h; response scale: scaled: untreated 0%, proteasome inhibitor 100%. Potency, µM (highest dose often 57.1 µM), for the others: top-dose IkBa stabilization activation. 110,000 compounds, 0.04% hits. AID 445; active = well fitted curve in the direction sought with a large enough effect in the signal ratio, not every such curve was filed as active; inconclusive = small, poorly fitted or top-dose-only effect, or a change in a side signal; the % refers to the signal ratio;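 note: the direction sought is a rising ratio; 0% = basal untreated cells and 100% = reference inhibitor full response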
#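 In this assay, an IκBα–CBG68 fusion accumulates when IKK-driven degradation is blocked; native CBR normalizes for cell number. OCI-Ly3 cells were treated 4 h with compound and doxycycline, then green and red light read after Chroma-Glo addition.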
# Peg3 imprint – genomic imprint erasure induction; mouse ES Peg3-LacZ reporter, beta-gal luminescence, 40 h; Potency, µM (series often up to 60.7 µM), without a hit: top-dose activity change, positive = activation, most hits filed as activators; 110,000 compounds, 0.02% hits;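 note: 0% = negative control wells on the plate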
#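 Imprint erasure is scored as LacZ activity from the silenced maternal Peg3 allele in feeder-free female ES cells cultured 40 h with LIF. Luminescence is normalized to in-plate negative controls and fitted to the Hill equation.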
# * = called active by the depositor; ? = inconclusive; nt = no result given; [ ] = another dose, or the depositor's remark. Unless noted, calls come from the whole dose curve; as a rule, active = well fitted curve in the direction sought with a large enough effect; inconclusive = small, poorly fitted or top-dose-only effect, or another doubt; inactive = no such curve, though single readings can be large; an effect the other way counts as inactive or inconclusive. Unless noted, % is set by controls: 0 for no effect and ±100 for the full control effect; potency is the fitted concentration of half-maximal effect.
SMILES,p53ts 32C kill,p53ts 39C kill,IkB sig inh,Peg3 imprint
Cc1cc(-c2c(C)n([O-])c(C)c(C)[n+]2=O)ccc1F,2%,8%,-0.5%,1%
COc1ccc(Nc2oc(COc3ccc(OC)cc3)nc2C#N)cc1,-20%,?,nt,nt
COc1cccc(C(=O)Nc2cccc(NC(=O)c3ccc(Cl)cc3Cl)c2)c1,-18%,-6%,?,-8%[10.9 µM]
Cc1ccnc(SCC(=O)N2CCN(c3cccc(Cl)c3)CC2)n1,3%,-4%,0.8%,-20%
CCC(Sc1nnc(C)s1)C(=O)Nc1nccs1 (configuration not stated),0%,-4%,2.8%,-19%
COC(=O)C1CCN(C(=O)C(C)Oc2ccc(Cl)cc2Cl)CC1 (configuration not stated),-1%,1%,13%,-16%
COc1ccc(Cl)cc1NC(=O)Cn1c(=O)n(-c2ccc(C)cc2)c(=O)c2ccc(C(=O)NCc3ccccc3Cl)cc21,0%,0%,-1.7%,?
CC(C)c1nnc(NC(=O)c2nc(S(=O)(=O)Cc3ccccc3)ncc2Cl)s1,20µM*,6.3µM*,-1.7%,-31%[inhibitor][10.9 µM]
Cc1ccc(-c2nnn(CC(=O)N(CC(=O)NCCC(C)C)c3ccc(F)cc3)n2)cc1,-3%,25%,0.2%,-11%[10.9 µM]
Cc1ccc2[nH]c3c(NCc4ccco4)ncnc3c2c1,-9%,-5%,?,-21%
COC(CCN(C)C)(c1ccccc1)c1ccccc1,-7%,-8%,1.4%,-18%
Cc1cc(C)c2c(CC(=O)N(Cc3ccc(Cl)cc3)Cc3ccco3)coc2c1,4%,1%,?,4%[10.9 µM]
CCN(CC(F)(F)C(F)F)S(=O)(=O)c1ccc(NC(=O)OC)cc1,15%,-2%,-0.7%,-15%
O=C(Oc1cccc2cccnc12)c1cccc(-n2cnnn2)c1,-9%,0%,4.1%,-24%
COc1ccc(C2CCCN2C(=O)c2cccs2)cc1 (configuration not stated),23%,9%,-1.1%,-14%
O=C(O)C(CCCCN1C(=O)c2ccccc2C1=O)N1C(=O)c2ccccc2C1=O (configuration not stated),-5%,4%,2.1%,-8%
COc1ccc(OC)c(NC(=O)CCN2CCN(Cc3ccccc3)CC2)c1,-8%,0%,-1.6%,-1%
OCCN1CCN(C(=S)c2ccc(Cl)c(Cl)c2)CC1,-11%,-1%,-1.2%,-49%[inhibitor]
Cc1cccc(Cn2c(COc3ccc(Cl)cc3)nc3ccccc32)c1,-1%,-21%,?,-15%[10.9 µM]
Cc1cc(NC(=O)c2ccc(Br)c(S(=O)(=O)N3CCCC3)c2)no1,-3%,13%,6.2%,-24%
CC(C)C(C(=O)C=[N+]=[N-])N1C(=O)c2ccccc2C1=O (configuration not stated),-1%,-3%,-2.6%,2%
Cc1noc(NS(=O)(=O)c2ccc(N3CC(O)=C(c4ccccc4)C3=N)cc2)c1C,1%,3%,1.0%,-2%
Cc1ccc(NC(=O)C(=O)NCC(c2cccnc2)N2CCN(Cc3ccccc3)CC2)cc1C (configuration not stated),-2%,-6%,?,-12%[10.9 µM]
COc1ccc(N(CC(=O)N2CCN(c3ccc(F)cc3)CC2)S(=O)(=O)c2c(C)n[nH]c2C)cc1,-2%,-7%,?,-3%[10.9 µM]
CN1CCN(C(=O)c2ccc(CS(=O)(=O)c3c(Cl)cccc3Cl)o2)CC1,4%,2%,-2.2%,-3%

# Next part (three carried over from the part before).
SMILES,p53ts 32C kill,p53ts 39C kill,IkB sig inh,Peg3 imprint
Cc1ccc(NC(=O)C(=O)NCC(c2cccnc2)N2CCN(Cc3ccccc3)CC2)cc1C (configuration not stated),-2%,-6%,?,-12%[10.9 µM]
COc1ccc(N(CC(=O)N2CCN(c3ccc(F)cc3)CC2)S(=O)(=O)c2c(C)n[nH]c2C)cc1,-2%,-7%,?,-3%[10.9 µM]
CN1CCN(C(=O)c2ccc(CS(=O)(=O)c3c(Cl)cccc3Cl)o2)CC1,4%,2%,-2.2%,-3%
Cc1ccc(S(=O)(=O)N2CCC(N3CCCCCC3)CC2)cc1,-11%,10%,nt,nt
O=C(Nc1ccon1)c1csc2ccccc12,9%,3%,1.1%,-5%
Cc1ccccc1-c1noc(-c2cccnc2N(C)Cc2ccc(Cl)cc2)n1,-5%,-26%,0.3%,-7%[10.9 µM]
COc1ccc(C2=NOC(C(=O)Nc3cc(Br)ccc3O)C2)cc1OC (configuration not stated),?,?,?,-13%
Cc1ccc(C)c(NC(=O)CCc2c(C)n(C)c3cc(-c4ccccc4C)nn3c2=O)c1,0%,-12%,3.0%,20%[10.9 µM]
CCCCN1CCCCC1C(=O)Nc1c(C)cccc1C (configuration not stated),1%,-8%,nt,-7%
Cn1c(CNC(=O)Nc2ccccc2Cl)nnc1SCc1ccccc1,4%,-4%,1.2%,-3%
CCOC(=O)c1ccc(NCc2nc3ccccc3[nH]2)cc1,-24%,-21%,?,-73%[inhibitor]
COc1ccccc1Nc1nc(N)nc(CN2CCCCCC2)n1,2%,4%,0.1%,-6%
Cc1cc(O)c(C=Nc2cccc(Cl)c2)c(=O)o1,-1%,-3%,1.9%,-8%
COC(=O)[C@H](C)NC(=O)Nc1ccccc1F,3%,6%,-0.5%,1%
COc1cc(C2CC(=O)n3c(nc4ccccc43)S2)cc(OC)c1OC (configuration not stated),6%,7%,nt,nt
CCc1cccc(C)c1NC(=O)Cn1c(=O)n(-c2ccc(C)cc2)c(=O)c2c1cnn2C,1%,26%,-2.2%,-6%[10.9 µM]
COc1ccc(C)cc1NC(=O)c1cc(S(=O)(=O)N2CCCCC2)c[nH]1,-3%,-21%,0.7%,-15%[10.9 µM]
O=C(O)c1cn(-c2ccc(F)cc2)c2cc(N3CCNCC3)c(F)cc2c1=O,-3%,4%,nt,-24%
O=C(CC(NS(=O)(=O)c1ccc(Cl)cc1)c1ccco1)NCc1cccnc1 (configuration not stated),15%,3%,0.6%,-6%
Cn1c(=O)cc(OCC(=O)N2CCCc3ccccc32)c2ccccc21,-6%,-5%,0.8%,-11%
CC[C@@]1([N+](=O)[O-])C[C@H]2C=C[C@@H]1C2,8%[9.22 µM],9%[9.22 µM],0.4%[11.4 µM],1%[10.9 µM]
CCOC(=O)c1oc2ccccc2c1CSc1nnc(-c2ccco2)o1,-1%,-3%,0.5%,-5%
O=C(NC1CCCC1)c1cccnc1N1CCCCCC1,-5%,1%,2.8%,nt
CCOC(=O)C(C)Sc1nnc2cc(C)c3ccccc3n12 (configuration not stated),4%,-2%,-0.2%,-7%[10.9 µM]
N#CC1=C(N)OC2=C(C(=O)CCC2)C1c1ccsc1 (configuration not stated),-2%,3%,2.1%,-1%
CC(=O)Nc1ccccc1-c1nc2ccccc2n(C(C)C(=O)Nc2cccc(C)c2C)c1=O (configuration not stated),-1%,10%,1.5%,-10%[10.9 µM]
COc1cc2c3cc1Oc1cc(ccc1O)CC1c4c(cc(OC)c(O)c4Oc4ccc(cc4)CC3N(C)CC2)CC[N+]1(C)C (configuration not stated),4%,15%,nt,-2%
c1coc(-c2ncc[nH]2)c1,1%,0%,2.7%,0%
# Continuation.
SMILES,p53ts 32C kill,p53ts 39C kill,IkB sig inh,Peg3 imprint
CCOC(=O)Cc1csc(NC(=O)CSc2nnc(C)n2C)n1,-6%,7%,-1.1%,2%
CCOC(=O)c1c(NC(=O)CN2CCOCC2)sc2c1CCCC2=O,-9%,3%,-1.6%,0%
Cc1c(NC(=O)NC(=O)c2ccc(F)cc2)c(=O)n(-c2ccccc2)n1C,-1%,2%,2.5%,-15%
Clc1ccc(-n2nnnc2-c2cnc(-c3ccncc3)nc2-c2cccs2)cc1,-2%,1%,nt,nt
Cc1ccc2nc3c(c(C(=O)O)c2c1)CCC3,-4%,1%,2.0%,-3%
CCN1CCN(C(=O)C2CCN(C(=O)c3cc4sccc4n3CC)CC2)CC1,6%,-2%,0.7%,-9%
CCCNC(=O)C1CC(=O)N(c2ccc(OCC(=O)Nc3cc(C)cc(C)c3)cc2)C1 (configuration not stated),-1%,-4%,-1.0%,-4%
Cn1cccc1C(=O)N1CCC2(CCCN(C(=O)Nc3ccccc3)C2)CC1,-1%,1%,-0.2%[11.4 µM],nt
CC(C)c1ccc(-c2nnc3n(CCc4ccccc4)c(=O)c4ccccc4n23)cc1,7%,17%,1.5%,4%[10.9 µM]
CCc1ccc(-c2nc(CS(=O)CC(=O)NCc3ccc(F)cc3)c(C)o2)cc1 (configuration not stated),9%,2%,1.1%,-14%[10.9 µM]
COc1ccc(CNC(=O)c2cc3c(=O)n4cccc(C)c4nc3s2)cc1,-2%,16%,0.0%,9%[10.9 µM]
COc1ccc(C2CC(=O)Nc3c2c(=O)[nH]c2nc4ccccc4n32)cc1OC (configuration not stated),6%,7%,-1.1%,-13%[10.9 µM]
CCOC(=O)C1CCCN(c2c(C(=O)c3ccc(C)cc3)cnc3ccc(OCC)cc23)C1 (configuration not stated),3%,-24%,?,-5%[10.9 µM]
CC(=O)Nc1ccc(OC(=O)c2cccs2)cc1,-2%,-2%,-2.1%,-8%
Cc1ccc(C)c(Cn2nnc3c(=O)[nH]c(C4CCCN(C(=O)C5CCCCC5)C4)nc32)c1 (configuration not stated),8%,-3%,?,-14%
COC(=O)C1=C(C)NC(=O)CC1c1ccc(F)c(Br)c1 (configuration not stated),6%,4%,-0.6%,-2%
CCC1(CC)Cc2ccccc2-c2nc(NCCO)[nH]c(=O)c21,-8%,-7%,nt,nt
c1coc(CNc2c3c(nc4ccccc24)CCC3)c1,-16%,10%,5.4%,-17%
Cc1[nH]c2ccc(F)cc2c1CCNC(=O)c1cc2cc(Cl)ccc2oc1=O,-1%,16%,?,-12%[10.9 µM]
CCc1c(C)sc2c1CCN(Cc1cccc(F)c1)C2c1ccccc1 (configuration not stated),16%,-10%,?,-18%[10.9 µM]
Cc1ccc(OCC(=O)N(Cc2ccc(Cl)cc2)Cc2ccco2)cc1C,6%,-5%,2.2%,18%[10.9 µM]
CCN(CC)CCCN1C(=O)C(=O)/C(=C(/O)c2c(C)nc3ccccn23)C1c1ccc(C)o1 (configuration not stated),-7%,4%,-1.7%,2%
COc1ccc(CNC(=O)Cn2c(=O)nc(-c3ccccc3F)c3cc(Cl)ccc32)cc1,-6%,7%,?,-11%[10.9 µM]
O=C(CN1CCCC1)Nc1ccc(NC(=O)Nc2ccccc2Cl)cc1,-21%,-17%,0.2%,-28%
O=C1[C@@H]2[C@@H](C(=O)N1c1ccc(OCc3ccccc3)cc1)[C@@H]1c3ccccc3[C@@H]2[n+]2ccccc21,-3%[9.22 µM],5%[9.22 µM],-1.3%[11.4 µM],-10%[10.9 µM]
COc1ccccc1CNS(=O)(=O)c1cnc(N)nc1,-2%,-11%,-1.3%,?

# Among those listed so far, twelve have fluorine:
SMILES,p53ts 32C kill,p53ts 39C kill,IkB sig inh,Peg3 imprint
Cc1cc(-c2c(C)n([O-])c(C)c(C)[n+]2=O)ccc1F,2%,8%,-0.5%,1%
Cc1ccc(-c2nnn(CC(=O)N(CC(=O)NCCC(C)C)c3ccc(F)cc3)n2)cc1,-3%,25%,0.2%,-11%[10.9 µM]
CCN(CC(F)(F)C(F)F)S(=O)(=O)c1ccc(NC(=O)OC)cc1,15%,-2%,-0.7%,-15%
COc1ccc(N(CC(=O)N2CCN(c3ccc(F)cc3)CC2)S(=O)(=O)c2c(C)n[nH]c2C)cc1,-2%,-7%,?,-3%[10.9 µM]
COC(=O)[C@H](C)NC(=O)Nc1ccccc1F,3%,6%,-0.5%,1%
O=C(O)c1cn(-c2ccc(F)cc2)c2cc(N3CCNCC3)c(F)cc2c1=O,-3%,4%,nt,-24%
Cc1c(NC(=O)NC(=O)c2ccc(F)cc2)c(=O)n(-c2ccccc2)n1C,-1%,2%,2.5%,-15%
CCc1ccc(-c2nc(CS(=O)CC(=O)NCc3ccc(F)cc3)c(C)o2)cc1 (configuration not stated),9%,2%,1.1%,-14%[10.9 µM]
COC(=O)C1=C(C)NC(=O)CC1c1ccc(F)c(Br)c1 (configuration not stated),6%,4%,-0.6%,-2%
Cc1[nH]c2ccc(F)cc2c1CCNC(=O)c1cc2cc(Cl)ccc2oc1=O,-1%,16%,?,-12%[10.9 µM]
CCc1c(C)sc2c1CCN(Cc1cccc(F)c1)C2c1ccccc1 (configuration not stated),16%,-10%,?,-18%[10.9 µM]
COc1ccc(CNC(=O)Cn2c(=O)nc(-c3ccccc3F)c3cc(Cl)ccc32)cc1,-6%,7%,?,-11%[10.9 µM]
